NALP1 inh – NALP1 inflammasome inhibitors in reconstituted yeast, colorimetric, S. cerevisiae, triplicate retest; hit rate 0.61% among 280,000; inhibition, % at 10 µM; AID 2071, 2009; S. cerevisiae NALP1/ASC/caspase-1 growth, X-gal OD620, 72 h; in the data active = inhibition mostly above about 24%, no sharp cut-off; inactive = mostly below about 32%; also: some compounds called inactive have numbers as strong as hits
IDE cell inh – human IDE inhibitors in live cells, primary screen, fluorescence polarization, HEK cells, FAbetaB substrate; Insulin-degrading enzyme (Homo sapiens), P14735; FAbetaB cleavage; inhibition, % at 5.59 µM; hit rate 0.41% among 320,000; AID 434962, 2010;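 active = percent inhibition above the average of all tested compounds plus 3 SD, set per screening campaign, cut at about 16% in these data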;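 also: IDE supplied by intact live HEK cells; FP after avidin binding of uncleaved biotin substrate so inhibition keeps polarization high; 0% = DMSO wells and 100% = 60 µM reference IDE inhibitor Ii1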
MEKK2wt PB1 HTS – modulators of MEK5 binding to wildtype MEKK2, primary screen, biochemical, multiplex bead flow cytometry, Alexa488-MEK5; Alexa488-MEK5 binding to MEKK2 WT; actives lie on both sides; binding response (% of control), % at 10 µM; hit rate 1.1% among 290,000; AID 1531, 2009; in the data active = binding response below about 67% or above about 130%
MEKK3 PB1 HTS – modulators of MEKK3-MEK5 PB1 binding, primary screen, biochemical, wildtype MEKK3, multiplex bead flow cytometry, Alexa488-MEK5 | Mitogen-activated protein kinase kinase kinase 3 (Homo sapiens), Q99759 | bead-based flow cytometry, Alexa488-MEK5 binding to MEKK3; actives lie on both sides; 0 = blocked by unlabeled MEK5, 100 = vehicle | binding response (% of control), % at 10 µM | hit rate 1.4% among 290,000;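 active = binding response more than 3 SD above or below the average of its plate-row segment, actives on both sides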;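 also: Alexa488 bead fluorescence after subtracting the streptavidin-only scavenger bead signal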
p-CIP stab down – p/CIP-EGFP fusion destabilizers, primary screen, fluorescence, F442A cells. 16 h. decrease of EGFP signal, % at 10 µM. hit rate 0.01% among 290,000. AID 1984, 2009;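 active = EGFP signal decrease of at least 30% at 10 µM or well 3 SD below plate mean, unless failing retest; inactive = the rest, including hits failing retest or dose response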; also: some compounds called inactive have numbers as strong as hits; many of its hits are not listed in these tables
UBC9 SUMO inh – inhibitors of in vitro SUMOylation cascade, primary screen, biochemical, HTRF, uHTS. SUMO-conjugating enzyme UBC9 (Homo sapiens), P63279. inhibition, % at 35 µM. HTRF SUMOylation assay, SAE1/SAE2 + UBC9. hit rate 0.36% among 290,000. AID 2006, 2009; in the data active = inhibition above about 50%, passing the limit was not always enough; also: strong numbers were not always called active
IDE cell activ – human IDE activators in live cells, primary screen, fluorescence polarization, HEK cells, FAbeta-B substrate. Insulin-degrading enzyme (Homo sapiens), P14735. FAbeta-B cleavage; 0% vehicle, 100% cell-free pure enzyme wells. activation, % at 5.96 µM. hit rate 0.073% among 340,000. AID 493087, 2011;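 active = activation above the mean of all tested compounds plus 3 SD, set per screening campaign, cut at about 17% in these data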
PfM18AAP inh – PfM18AAP inhibitors, malaria aminopeptidase, primary screen, biochemical, QFRET, recombinant enzyme | M18 aspartyl aminopeptidase (Plasmodium falciparum 3D7) | H-Glu-NHMec fluorogenic cleavage | inhibition, % at 7.35 µM | hit rate 1.2% among 290,000;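 active = inhibition above the campaign mean inhibition over all tested compounds plus 3 SD, cut at about 28% in these data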;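 also: 0% = plate median of test compound wells and 100% = 2 mM ZnCl2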
MEKK2mut PB1 HTS – MEK5 binding signal on mutant MEKK2 PB1, primary screen, biochemical, multiplex bead flow cytometry, Alexa488-MEK5; Alexa488-MEK5 binding to MEKK2 mutant; percent response, % at 10 µM; hit rate 0.35% among 290,000; in the data active = percent response above about 24%, passing the limit was not always enough; also: inactives centre near 1; some results filed as inactive read as strong as hits; reference of the scale not given here
Numbers without * were called inactive; nt = not tested or not shown.

SMILES | NALP1 inh | IDE cell inh | MEKK2wt PB1 HTS | MEKK3 PB1 HTS | p-CIP stab down | UBC9 SUMO inh | IDE cell activ | PfM18AAP inh | MEKK2mut PB1 HTS
COc1nn(CC(=O)N2N=C(C(F)F)CC2(O)C(F)F)cc1[N+](=O)[O-] (stereo not drawn) | -5 | 0 | 99 | 104 | 5 | 19 | 0 | 1 | 1
COc1ccc(NC(=O)C2=CC(c3ccco3)=NS(=O)(=O)N2C)cc1 | 6 | 7 | 99 | 101 | -14 | -6 | 2 | 5 | 3
O=C(c1ccco1)N1CCN(C(=O)c2cnn3c2NC(c2cccs2)CC3C(F)(F)F)CC1 (stereo not drawn) | 10 | -2 | 77 | 69 | -5 | 2 | 2 | -7 | -19
O=C(CC12CC3CC(CC(C3)C1)C2)Nc1ccc2c(c1)COC2=O | 4 | 6 | 95 | 99 | -4 | 22 | -2 | -4 | -1
CN(CCc1ccccn1)C1CCCN(S(=O)(=O)c2ccccc2Cl)C1 (stereo not drawn) | 8 | 6 | 102 | 102 | 9 | -12 | 5 | -2 | 2
CCOC(=O)C(=O)C1=C(N2CCOCC2)/C(=C\c2cccc([N+](=O)[O-])c2)CC1 | 14 | 14 | 103 | 100 | -6 | 21 | 0 | 11 | 0
CCOC(=O)c1c(-c2ccc(C)cc2)csc1/N=C(\C)C1=C(O)c2ccccc2C1=O | 30 | 3 | 93 | 99 | 2 | 21 | 5 | -3 | -3
N#Cc1ccc(-n2nccc2-c2cnc3n(c2=O)CCS3)cc1 | -7 | 4 | 115 | 112 | -2 | 12 | 2 | 0 | 6
CC(C)(C)NC(=O)Cn1nnc(-c2ccccc2NC(=O)c2cnccn2)n1 | -10 | -3 | 77 | 80 | -3 | 25 | -1 | 1 | -18
O=C(Nc1ccc(F)cc1F)C1CCCN1S(=O)(=O)c1ccc(-c2ccc(=O)[nH]n2)s1 (stereo not drawn) | 12 | 3 | 97 | 99 | -5 | 20 | 0 | -4 | 0
O=c1ccc2cc(O)c(O)cc2o1 | -2 | 6 | 102 | 108 | -12 | 12 | 11 | 42* | 4
COc1ccccc1NC(=O)N(Cc1ccco1)Cc1cc2ccc(C)c(C)c2[nH]c1=O | -4 | -1 | 103 | 95 | 1 | 0 | 4 | -14 | -2
CCN(CC)c1ccc(C(=O)OCC(=O)Nc2sccc2C#N)cc1 | 8 | -1 | 96 | 93 | -3 | 11 | 1 | -5 | -2
O=C(CCC1CCCC1)N[C@@H](Cc1ccc(O)cc1)C(=O)O | 0 | 7 | 74 | 74 | 7 | 3 | -2 | 1 | -15
O=C(CCl)Nc1cc2[nH]c(=O)[nH]c2cc1Br | -6 | 0 | 96 | 100 | 15 | 0 | 6 | -4 | 0
CSc1nc(-c2ccccc2)c(C#N)c(=O)[nH]1 | nt | 3 | 111 | 118 | -5 | 2 | -1 | -4 | 1
O=C(Nc1nc2ccccc2s1)C1CC(=O)N(c2ccc(Br)cc2)C1 (stereo not drawn) | 35 | 3 | 101 | 100 | 6 | -17 | 3 | 2 | -6
Cc1nc(-c2ccccn2)sc1C(=O)Nc1ccc(F)cc1F | -5 | 8 | 97 | 104 | 0 | 3 | -1 | 2 | 1
CCOC(=O)c1cccc(NC(=O)/C=C/c2cccc([N+](=O)[O-])c2)c1 | 7 | 0 | 101 | 102 | 12 | -3 | 3 | 3 | 1
O=C(O)Cc1ccc(C(=O)c2ccc(Cl)cc2)s1 | 3 | 2 | 106 | 103 | 0 | 8 | 3 | -9 | 2
COc1ccc(NC(=O)Nc2ccc(F)cc2)cn1 | 0 | -2 | 104 | 102 | -9 | 17 | 3 | 5 | 6
OC(CN1CCCCC1)CN(c1ccccc1)c1ccccc1 (stereo not drawn) | 10 | 1 | 122 | 109 | 5 | 23 | 4 | 5 | 20
C=CCn1c(NCc2ccc(N(C)C)cc2)nc2ccccc21 | 34 | 5 | nt | nt | 6 | -5 | 5 | 7 | nt
CC(=O)Nc1cccc(NC(=O)c2ccc([N+](=O)[O-])cc2Cl)c1 | 24 | -2 | 96 | 103 | -10 | 0 | 4 | -4 | 0
Cc1nn(CC(=O)Nc2ccc3c(c2)nc2n3CCN(C3CCCCC3)C2)c(=O)c2ccccc12 | 10 | 4 | 103 | 99 | 0 | 37 | 0 | 10 | 6
COc1ccc(-c2nc(CS(=O)(=O)CC(=O)NC3CCCCCC3)c(C)o2)cc1 | 8 | 1 | 101 | 101 | -5 | 12 | -4 | 0 | 0
O=C(Nc1ccc(N2CCN(C(=O)C3CC3)CC2)cc1)c1cccs1 | 19 | 5 | 100 | 102 | -1 | 16 | 0 | -3 | 0
COc1ccc(NS(=O)(=O)c2cc(NC(=O)C3CCCCC3)ccc2N2CCOCC2)cc1 | 1 | 5 | 100 | 105 | 9 | -20 | 2 | -4 | -42
CCOc1ccc2nc(N3CCC(C(=O)NCCCN4CCOCC4)CC3)sc2c1 | 17 | 3 | 102 | 100 | -18 | 7 | 1 | -12 | -1
Cc1cc2c(C)nc(N/N=C/c3ccccc3)nc2o1 | 21 | 8 | 98 | 102 | -2 | 8 | 3 | 37* | 2
CCOc1ccc(S(=O)(=O)N(CC)CC)cc1NS(=O)(=O)c1ccc(F)c(F)c1F | 3 | 0 | 101 | 99 | 3 | -11 | 2 | -1 | -1
Cc1cc(C)c(NC(=O)/C(=C/c2ccco2)c2ccccc2)c(C)c1 | 3 | 4 | 93 | 92 | -7 | 14 | 6 | -9 | 2
CCc1cc2c(N3CCN(c4nnc(CC)s4)CC3)ncnc2s1 | 4 | 6 | 106 | 102 | -15 | 21 | 1 | 3 | 2
C=CCOc1ccc(/C=C(\C#N)C(=O)Nc2ccccn2)cc1 | 11 | -3 | 103 | 100 | -1 | -1 | 9 | 4 | 2
Cc1ccccc1Nc1nc(N)nc(CSc2nc3ccccc3c(=O)n2CCCO)n1 | 11 | 2 | 97 | 102 | -3 | 16 | 0 | -2 | -2
CCS(=O)(=O)N1CCCC(C(=O)c2ccc(OC)cc2C)C1 (stereo not drawn) | 14 | -3 | 89 | 86 | -12 | 19 | 6 | -3 | -8
O=C(CSc1nccc(=O)[nH]1)NCc1ccc2c(c1)OCO2 | 13 | -3 | 110 | 106 | -6 | 11 | 5 | 0 | 7
Cc1ccc(CS(=O)(=O)CCC(=O)NCc2ccc3c(c2)OCO3)cc1 | 5 | -1 | 105 | 104 | -14 | 13 | 2 | -13 | 8
CSC(=NNC(=O)c1ccccc1O)SC | -10 | 1 | 105 | 103 | -2 | 18 | 4 | 7 | 5
CC1CCN(C(=O)CN(c2ccc3c(c2)OCO3)S(C)(=O)=O)CC1 | 8 | -3 | 104 | 110 | 2 | 0 | 2 | 1 | 1
Fc1cccc(F)c1/C=N/NC(=S)Nc1cccnc1 | 14 | 2 | 99 | 100 | 1 | -1 | 2 | 9 | 1
NC(=O)C(c1ccc(Cl)cc1Cl)c1ncc(C(F)(F)F)cc1Cl (stereo not drawn) | -4 | -1 | 92 | 94 | -12 | -4 | 1 | -4 | -8
COc1cccc(CNn2cnnc2)c1OCc1ccc(F)cc1 | 9 | 5 | 96 | 91 | -13 | 18 | 3 | -3 | -3
Cc1ccc(CSCCNS(=O)(=O)c2ccc(C)cc2)cc1 | 25 | -4 | 106 | 103 | -14 | 1 | 5 | -2 | 17
O=C1CN(C(=O)CCCc2c[nH]c3ccccc23)c2ccccc2N1 | 5 | 3 | 109 | 107 | -9 | 10 | 10 | 0 | 4
COc1ccc(F)cc1C(=O)C1CCCN(Cc2c(C)n(C)n(-c3ccccc3)c2=O)C1 (stereo not drawn) | -1 | -7 | 89 | 102 | -13 | 30 | 2 | -4 | -9
COC(=O)[C@@H]1CCCN1Cc1nc(Cc2ccc(OC)c(OC)c2)no1 | -13 | 1 | 100 | 99 | -9 | 5 | 4 | -4 | -8
COc1ccccc1N1CCN(S(=O)(=O)c2c(C)ccc3nsnc23)CC1 | 7 | -3 | 101 | 97 | -7 | 12 | 2 | 9 | 6
c1ccc(CNc2nnnn2-c2ccccc2)cc1 | -67 | 13 | 100 | 114 | -5 | 14 | 0 | 1 | 3
N#Cc1nc(-c2cccs2)oc1NCc1ccc2c(c1)OCO2 | -6 | 2 | 105 | 106 | 11 | -2 | 4 | -14 | 2
COC(=O)[C@H](CC(C)C)NC(=O)N1CCN(c2cccc(C(F)(F)F)c2)CC1 | -9 | -7 | 96 | 100 | -5 | 6 | 7 | 7 | 4
O=C(O)C[C@H]1c2ccccc2S(=O)(=O)N1c1ccccc1 | nt | 3 | 101 | 102 | nt | nt | 4 | nt | 4
Cc1cccc(C)c1OCc1cc(C(=O)N2CCCCCCC2)no1 | 24 | 7 | 97 | 98 | -1 | 14 | 2 | -3 | 0
COc1cc(/C(C)=N/NC(=O)Cc2c(C)[nH][nH]c2=O)ccc1O | 23 | -3 | 101 | 115 | -6 | 13 | -2 | -7 | 0
CSc1ccc(CN(C)CC(=O)Nc2cccc(Br)c2)cc1 | 39 | -1 | 132 | 108 | -11 | -10 | 0 | -1 | 31
CCCn1c(SCC(=O)Nc2nc3c(s2)CCCC3)nc2c1c(=O)n(C)c(=O)n2C | 13 | 9 | 98 | 102 | 7 | 0 | 2 | -5 | -2
COc1cc2c(cc1OC)CN(c1nc(CN3CCCCC3)nc3sc4c(c13)CCCC4)CC2 | 20 | 5 | 117 | 101 | -14 | 2 | 4 | 3 | 1
Cc1ccc2cc(CN(Cc3ccco3)S(=O)(=O)c3c(C)ccc4nsnc34)c(=O)[nH]c2c1 | 22 | -4 | 101 | 104 | -6 | 20 | 5 | 2 | 3
Cc1cccc(CC(=O)Nc2cc(C)c3c(=O)oc4ccccc4c3n2)c1 | 21 | 3 | 105 | 104 | -10 | 9 | 8 | 2 | 15
CCOC(=O)N1CCN(c2cc(=O)n(-c3ccccc3C)c(=O)[nH]2)CC1 | 17 | 1 | 95 | 102 | 2 | 1 | 3 | 7 | -5
(next part)
SMILES | NALP1 inh | IDE cell inh | MEKK2wt PB1 HTS | MEKK3 PB1 HTS | p-CIP stab down | UBC9 SUMO inh | IDE cell activ | PfM18AAP inh | MEKK2mut PB1 HTS
Cc1ccc(-n2ccc(=O)c(C(=O)Nc3ccc(S(=O)(=O)N4CCOCC4)cc3)n2)cc1 | -1 | -1 | 105 | 105 | -12 | 18 | 3 | -6 | 5
CCN(CC)CCNc1nc2nonc2nc1NCCN(CC)CC | nt | -1 | 99 | 96 | 2 | -6 | -1 | 3 | -8
CNC(=S)N(CCCn1ccnc1)Cc1c(F)cccc1Cl | 11 | -1 | 115 | 97 | -1 | 3 | 2 | -3 | 6
NC(=O)CC(NC(=O)Cc1cccc2ccccc12)c1ccc(N2CCC(Br)CC2)c([N+](=O)[O-])c1 (stereo not drawn) | nt | 0 | 106 | 106 | -18 | 0 | 4 | nt | 7

This is a subset. The share of hits here may be higher or lower than overall.
